Assay outcomes (PubChem BioAssay)
Myeloid diff MLP – promotes myeloid progenitor differentiation | ER-HoxA9 myeloid progenitors, lysozyme-GFP differentiation, flow cytometry | calls only at 10 µM | 360,000 compounds, 1% hits;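 active = normalized GFP-positive differentiation at or above the plate's own cutoff, the solvent-only control mean plus 3 SD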;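 note: cells exposed to compound for four days before flow analysis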
Hep lipid drop – hepatic lipid droplet formation modulation; 240,000 compounds, 0.4% hits; AML12 mouse hepatocytes, oleate lipid droplets, BODIPY imaging; inhibition, % at 6.5 µM;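 active = lipid droplet intensity inhibited by at least 50%, with more than 500 cells counted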
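Material – mouse AML12 hepatocyte cell line, fixed after treatment · Compound dosing – one dose, 6.5 µM compound · Times – compound with oleate, overnight · Measured by – Image-based BODIPY and DAPI two-channel analysis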
P. falciparum M1AAP – P. falciparum M1AAP inhibitors, biochemical, fluorogenic H-Leu-NHMec substrate, 1536-well (AID 1445); recombinant M1AAP, H-Leu-NHMec fluorogenic kinetic assay; higher % means a stronger effect; 220,000 compounds, 0.42% hits; one-dose inhibition, % at 30 µM; IC50 in µM for titrated hits;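 active = primary inhibition above the hit cutoff, then over 50% inhibition at one or more dose response concentrations, cut at about 23% in these data, passing the limit was not always enough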;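 note: plate controls were DMSO full reaction for no effect and no enzyme background for full effect; strong numbers were not always called active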
PMI inhibition – human PMI inhibitors, high substrate, primary screen, biochemical, fluorescence intensity, high mannose 6-phosphate (AID 1220); recombinant PMI enzyme, coupled fluorescence intensity; higher % means a stronger effect; 190,000 compounds, 0.66% hits; inhibition, % at 20 µM, or IC50 in µM where a hit was titrated
CSM14.1 death rescue – rescue of cells from ER stress-induced death, primary screen, 384-well, CSM14.1, thapsigargin, ATP luminescence (AID 1222); CSM14.1 thapsigargin-induced death rescue, ATP luminescence; higher % means a stronger effect; one-dose cellular ATP content (survival), % at 20 µM; EC50 in µM for titrated hits; 190,000 tested, under 10 active;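 active = EC50 below 50 µM in the dose-response confirmation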;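 note: death triggered by thapsigargin at about 15 µM added after 2 h compound pretreatment; cell ATP read after overnight thapsigargin exposure of roughly 18 to 22 hours; normalized against plate controls of thapsigargin alone and 5% DMSO vehicle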
PMI inhibitors – inhibitors of human PMI, primary screen, biochemical, fluorescence intensity, coupled assay (AID 1209); purified PMI enzyme, coupled fluorescence intensity; higher % means a stronger effect; inhibition, % at 20 µM; hits with a dose series show IC50 in µM; 190,000 compounds, 0.42% hits;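 note: plate controls were DMSO vehicle for no effect and wells lacking substrate for full effect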
TNAP activation fold – human TNAP enzyme activators, primary screen, biochemical, luminescent, no phosphate acceptor, uHTS (AID 1001). one-dose activation fold at 20 µM; EC50 in µM for titrated hits. purified TNAP, luminescent activation assay, no phosphate acceptor; higher activation fold means a stronger effect. 200,000 compounds, 0.03% hits; in the data active = activation fold from about 3, or a potency from the dose series; inactive = the rest, 99 in 100 with activation fold below about 1.6; note: many of its hits are not listed in these tables
WT yeast gro inh – growth inhibition of WT yeast, mitochondrial fusion screen. mitochondrial fusion phenotypic screen, WT strain. inhibition, % at 10 µM. 190,000 compounds, 2.1% hits. AID 1362; in the data active = inhibition above about 58%; tested in S. cerevisiae
UTI89 phage lysis – inhibition of K1F phage lysis, E. coli UTI89, bacterial capsule biogenesis inhibitors, alamar blue (AID 488966); inhibition, % at 100 µM, or IC50 in µM where a hit was titrated; 340,000 compounds, 0.02% hits; E. coli UTI89 K1F phage lysis, alamar blue, 2 h; higher % means a stronger effect;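 active = phage lysis inhibition, versus mean bacterial control, above a set limit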;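 note: capsule biogenesis inhibitors block K1F phage lysis so surviving cells raise fluorescence; higher fluorescence means more inhibition of phage lysis; actives were called in the ten point dose series up to 300 µM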
WT yeast gro inh mutant strain – further read-out of WT yeast gro inh, marked with its call; inhibition, %; mitochondrial fusion phenotypic screen, mutant strain inhibition
Hep lipid drop cells 6.5 µM – second read-out of Hep lipid drop, no call of its own (marks repeat the call); cell count; measured here: cell count, cytotoxicity flag;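 cells counted across two imaged fields per well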
Myeloid diff MLP GFP+ MAC1+ % – second read-out of Myeloid diff MLP, no call of its own (marks repeat the call); GFP+ MAC1+ double positive, %; measured here: differentiation confirmed by MAC1 staining
* hit, by the source's call; i = inactive; . = not tested or not shown; [ ] = remark or other dose. Cut-off read from the data, not from the text of the source, unless noted: active = inhibition above about 50%; inactive = the rest.

SMILES | Myeloid diff MLP | Myeloid diff MLP GFP+ MAC1+ % | Hep lipid drop | Hep lipid drop cells 6.5 µM | P. falciparum M1AAP | PMI inhibition | CSM14.1 death rescue | PMI inhibitors | TNAP activation fold | WT yeast gro inh | WT yeast gro inh mutant strain | UTI89 phage lysis
Cc1cccc(OCCC(=O)NCC(c2ccccc2)N(C)C)c1 (stereo unspecified) | i | 1.0 | 1 | 660 | -2% | 2% | -1.2% | 4% | 1 | -4 | 3 | 0.1%
Nc1nc(SCC(=O)NCc2ccco2)[nH]c(=O)c1-c1ccccc1 | i | 1.4 | -19 | 705 | 2% | 1% | -0.4% | 7% | 0.8 | 1 | 2 | -0.3%
CCS(=O)(=O)N1CCN(Cc2ccc([N+](=O)[O-])cc2)CC1 | i | 0.9 | -47 | 605 | 3% | -10% | -0.3% | 7% | 1.1 | -9 | -5 | 2.1%
CSC1=C(C#N)C(c2ccccc2C)C(C#N)=C(N)N1 (stereo unspecified) | i | 2.1 | . | . | 5% | -12% | 2.7% | -13% | 1 | -8 | -4 | -0.2%
COc1ccc(C2(C(=O)NCCN3CCOCC3)CCOCC2)cc1 | i | 6.9 | -1 | 763 | 1% | 8% | -2.1% | 7% | 1.1 | -11 | -4 | 8.3%
CCC(O)CNc1nc(-n2nc(C)cc2C)nc2sc3c(c12)CC(C)(C)OC3 (stereo unspecified) | i | 2.0 | . | . | 4% | 2% | 0.7% | 4% | 1.1 | 23 | 21 | 12%
COCCNC(=O)Cn1cnc2c1c(=O)n(C)c(=O)n2C | i | 0.6 | 7 | 773 | 5% | 2% | 0.4% | 6% | 1.1 | 7 | 2 | 0.1%
CCCNC(=O)c1ccccc1C(=O)NCCC | i | 0.7 | 9 | 785 | 16% | -6% | -2.8% | 3% | 1.1 | -4 | 37 | 0.7%
CCc1ccc(NC(=O)C2CCCN(S(C)(=O)=O)C2)cc1 (stereo unspecified) | i | 0.4 | 3 | 690 | -1% | 5% | 0.8% | 8% | 1.1 | -6 | 2 | 0.1%
Cc1c(C(=O)Nc2ccccc2C(=O)N2CCCC2)cccc1[N+](=O)[O-] | i | 0.5 | -7 | 723 | 5% | -6% | 0.2% | -5% | 1.1 | -11 | 19 | 0.2%
Cc1cc(C)c2c(n1)nn1c(NCCOCCO)cc(C)nc21 | i | 0.2 | 0 | 748 | 22% | 11% | -2.3% | 20% | 1.2 | 20 | 5 | -0.3%
O=C(c1sc2ccccc2c1Cl)N1CCN(c2ncccn2)CC1 | i | 0.1 | 1 | 702 | 2% | 5% | -1.0% | 5% | 1 | 8 | -11 | -0.1%
COc1cc(N2C(=O)c3ccccc3C2=O)c(Cl)cc1C(=O)OCC(=O)NCc1ccco1 | i | 0.9 | . | . | 5% | 5% | 3.9% | 10% | 1.1 | 18 | 0 | 1.1%
Cc1ccc(S(=O)(=O)Nc2ccc(C(=O)OCC(=O)N(CCC#N)c3ccccc3)cc2)cc1C | i | 1.5 | 1 | 600 | 13% | 1% | 1.3% | 20% | 1.2 | -5 | -19 | -1.1%[50 µM]
O=c1c2oc3ccccc3c2ncn1Cc1ccccc1Cl | i | 0.8 | -5 | 741 | 7% | 5% | -1.6% | 15% | 1.1 | 8 | 34 | 0.7%
Cc1ccc(S(=O)(=O)NC(=O)Nc2ccc(Cl)cn2)cc1 | i | 2.1 | . | . | 0% | -3% | -0.9% | 2% | 1.1 | 2 | 8 | 3.9%
COCCNC(=O)c1sc2ncn(CC(=O)Nc3ccc(C)c(Cl)c3)c(=O)c2c1C | i | 0.1 | 0 | 709 | 3% | 6% | -1.1% | 3% | 1 | -10 | -14 | -0.2%
CCOc1ccccc1NC(=O)COn1nnc2ccccc21 | i | 0.4 | 0 | 787 | 4% | 1% | 6.9% | 5% | 1.1 | -14 | 5 | 0.5%
CN(CC(=O)N1CCN(c2ccccn2)CC1)S(=O)(=O)c1ccc(Br)cc1 | i | 0.9 | -36 | 747 | 5% | 4% | -1.6% | 9% | 1.1 | 12 | -7 | 0.3%
CC(NCc1ccc(N(C)C)cc1)C1CC2CCC1C2 (stereo unspecified) | i | 0.6 | 11 | 730 | -11% | -5% | -0.9% | 4% | 1.2 | 4 | 1 | 0.3%

Single records, from the list above. Screens in order: Myeloid diff MLP	Myeloid diff MLP GFP+ MAC1+ %	Hep lipid drop	Hep lipid drop cells 6.5 µM	P. falciparum M1AAP	PMI inhibition	CSM14.1 death rescue	PMI inhibitors	TNAP activation fold	WT yeast gro inh	WT yeast gro inh mutant strain	UTI89 phage lysis
Cc1c(C(=O)Nc2ccccc2C(=O)N2CCCC2)cccc1[N+](=O)[O-] across the screens: i	0.5	-7	723	5%	-6%	0.2%	-5%	1.1	-11	19	0.2%
O=C(c1sc2ccccc2c1Cl)N1CCN(c2ncccn2)CC1 across the screens: i	0.1	1	702	2%	5%	-1.0%	5%	1	8	-11	-0.1%
CN(CC(=O)N1CCN(c2ccccn2)CC1)S(=O)(=O)c1ccc(Br)cc1 across the screens: i	0.9	-36	747	5%	4%	-1.6%	9%	1.1	12	-7	0.3%
CCOc1ccccc1NC(=O)COn1nnc2ccccc21 across the screens: i	0.4	0	787	4%	1%	6.9%	5%	1.1	-14	5	0.5%

The listing continues.
SMILES | Myeloid diff MLP | Myeloid diff MLP GFP+ MAC1+ % | Hep lipid drop | Hep lipid drop cells 6.5 µM | P. falciparum M1AAP | PMI inhibition | CSM14.1 death rescue | PMI inhibitors | TNAP activation fold | WT yeast gro inh | WT yeast gro inh mutant strain | UTI89 phage lysis
CCCC1(c2ccccc2)NC(=O)N(CC(=O)Nc2cc(C)on2)C1=O (stereo unspecified) | i | 0.2 | -6 | 735 | -6% | 8% | -0.5% | 13% | 1.1 | -11 | -13 | -0.2%
Cc1ccc(C)n1/N=C1/NC(=O)CS1 | i | 1.1 | -25 | 423 | 13% | -11% | -1.1% | -1% | 1 | -2 | -5 | 1.4%
O=C(O)CCCCCN1C(=O)C2CCCCC2C1=O (stereo unspecified) | i | 0.5 | 9 | 775 | -1% | -2% | 0.5% | -3% | 1.1 | -4 | -17 | -0.1%
COc1ccc(Cl)cc1C(=O)NNC(=O)C1COc2ccccc2O1 (stereo unspecified) | i | 0.8 | 33 | 715 | 7% | 2% | -0.8% | -2% | 1.6 | -1 | 14 | 1.5%
C=CCNC(=O)COc1ccc(N(C)S(=O)(=O)c2ccc(NC(C)=O)cc2)cc1 | i | 1.2 | -4 | 704 | -2% | 3% | -0.6% | -1% | 1.1 | -12 | 9 | -0.1%
COc1ccc(C(=O)Nc2cc(C)nn2-c2nc3ccccc3[nH]2)c(OC)c1 | i | 0.4 | 8 | 628 | 0% | -9% | 0.6% | 1% | 2.3 | 4 | -2 | 0.4%
Cc1ccc2c(CC(=O)O)coc2c1C | i | 0.3 | . | . | 0% | 4% | -0.7% | 1% | 1.1 | -6 | -9 | -0.1%
O=c1[nH]c2ccc(Cl)cc2c(-c2ccccc2)c1N1CCOCC1 | i | 2.0 | 17 | 645 | -4% | 7% | . | 10% | 1 | 11 | 2 | 0.7%
COc1cccc(C(=O)NNc2nc(C)cc(C)n2)c1 | i | 0.2 | 0 | 720 | 8% | -10% | -2.1% | -11% | 1.4 | -15 | 5 | 5.7%
CCNc1ccc(C(=O)OCC)cc1NC(=O)c1cccc(S(=O)(=O)N(C)c2ccccc2)c1 | i | 0.5 | -23 | 386 | 5% | 50%* | 1.6% | 28% | 1 | -13 | -4 | 2.5%
COc1cc(C2C3=C(CCCC3=O)Nc3[nH]n(-c4ccccc4)c(=O)c32)cc(OC)c1OC (stereo unspecified) | i | 0.1 | 19 | 784 | 5% | -53% | -1.3% | -50% | 1.1 | -2 | 4 | -0.1%
COC(=O)c1ccc(S(=O)(=O)N2CCCCCC2)n1C | i | 0.3 | -24 | 701 | 0% | . | . | . | . | . | . | 1.1%
CC(C)(C)OC(=O)NCCCCCc1nnc(SCC(=O)Nc2cccc(Cl)c2)o1 | i | 0.7 | . | . | 10% | 4% | . | 2% | 1.3 | 11 | -1 | 9.1%
COc1ccc(N=C2SC(C(=O)N3CCN(c4ccccc4)CC3)CC(=O)N2C)cc1 (stereo unspecified) | i | 1.5 | -16 | 690 | 7% | 9% | 1.4% | 5% | 1.1 | -3 | 1 | -0.1%
COc1ccc(N(C(=O)C2COc3ccccc3O2)C(C(=O)NC2CCCCC2)c2ccccc2)cc1OC (stereo unspecified) | i | 1.1 | -22 | 657 | 6% | 14% | 1.8% | 6% | 1.2 | -2 | 16 | 7.6%
CCOC(=O)C1C(=O)OC2(CCCCC2)C1C(=O)OCC (stereo unspecified) | i | 1.6 | 2 | 776 | -2% | -4% | -2.7% | -2% | 1.1 | -12 | -35 | 0.0%
Cc1ccc(OCC(=O)NCCN2CCCC2)cc1 | i | 1.0 | 2 | 693 | 8% | 12% | -1.2% | 11% | 1.1 | -7 | -6 | 4.6%
O=C(CSc1nccc(-c2cccs2)n1)Nc1ccccc1 | i | 0.3 | -10 | 727 | 0% | . | . | . | . | . | . | 0.8%
CCNC(=O)COC(=O)c1cc(-c2ccccc2)nn1-c1ccccc1 | i | 0.6 | 10 | 701 | -1% | -57% | 0.0% | -48% | 0.8 | 1 | 22 | -0.2%
CCCn1nc(Oc2nc(NCC)nc(NCC)n2)ccc1=O | i | 0.8 | . | . | 5% | -5% | -0.5% | -1% | 1.1 | 11 | -9 | -0.1%
CCOC(=O)CNc1c(-c2ccc(O)cc2)nc2ccccn12 | i | 1.2 | . | . | 13% | -4% | 5.9% | 3% | 1.1 | 19 | 77 | 7.0%
Cc1cc(C)c(NC(=O)CSc2nncn2-c2cccnc2)c(C)c1 | i | 0.4 | 15 | 680 | 3% | 3% | 0.3% | 0% | 1.1 | -3 | 4 | -0.7%
COc1ccc(NC(=O)c2cc(Br)c(Br)s2)cn1 | i | 0.3 | 10 | 667 | 2% | 53%* | -1.0% | 13% | 1.1 | 25 | 6 | 0.3%
O=C1NC(c2ccccc2)(C(F)(F)F)SC2=CCCCCN12 (stereo unspecified) | i | 1.8 | -1 | 734 | 1% | 9% | -0.9% | 22% | 1.1 | 31 | 2 | 0.2%
COc1ccccc1N1C(=O)C2C(C(=O)c3ccccc3)=NN(c3ccccc3OC)C2C1=O (stereo unspecified) | i | 0.4 | 2 | 708 | 11% | . | . | . | . | . | . | 0.0%
CC(=O)NC1C(OCc2ccccc2)OC2COC(C)(C)OC2C1O (stereo unspecified) | i | 0.8 | 2 | 696 | -3% | 6% | 0.9% | 9% | 1 | 2 | -6 | 0.4%
CCCCc1c(C)nc2c(OC)cccc2c1SCC(=O)O | i | 0.2 | -4 | 743 | -1% | . | . | . | . | . | . | -0.3%
CCn1c(SCC(=O)NC(C)(C)C)nnc1-c1ccncc1 | i | 1.1 | 7 | 682 | 13% | -1% | -0.9% | 2% | 1.1 | 0 | 1 | 0.1%
